Source: PubChem (several laboratories)
SMARCA2 act – activators of SMARCA2 function. MG213 cells, MMTV-luciferase reporter, dexamethasone, overnight. activation, % at 9.1 µM. hit rate 1% among 370,000. AID 652017; in the data active = activation above about 7.8%;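 note: 0% = vehicle wells and 100% = reference activator wells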
GAA850 FXN act – increases GAA850 frataxin promoter reporter activity; HEK293 lucGAA850 FXN promoter luciferase reporter, 24 h; percent of 10 µM SAHA response; activation, % at 6 µM; hit rate 0.56% among 360,000;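 active = activation above the average of all compounds screened plus 3 SD, cutoff fixed separately per campaign, cut at about 7.5% in these data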;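 note: 0% = DMSO wells and 100% = 10 µM SAHA wells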
NPR2 activator – GC-B (human) receptor activation; P20594; HEK293-GC-B cells, CNP EC30, cGMP TR-FRET; 0% at EC30 CNP, 100% saturating CNP; activation, % at 10 µM; hit rate 0.11% among 370,000; AID 1920062;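 active = activation at 10 µM reaching about 35% in either raw or pattern-adjusted values, limit read from the data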
DAX1 inh-1 – blocks DAX1 repression of SF-1 activated StAR promoter | HEK293T StAR-luciferase reporter, SF-1/DAX-1 repression relief | inhibition, % at 6.8 µM | hit rate 1.1% among 370,000 | AID 652010;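 active = inhibition above the mean over all tested compounds plus 3 SD, cut at about 3.6% in these data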;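 note: 0% = DAX-1 cells with DMSO and 100% = cells lacking DAX-1 with DMSO; higher inhibition means more luminescence from relief of DAX-1 repression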
hgDAF12 agonist – agonists of H. glycines DAF-12 nuclear receptor; HEK293 GAL4-hgDAF12 UAS-luciferase reporter, agonist luminescence; normalized to butyrate control; activation, % at 6.8 µM; hit rate 1.8% among 370,000; AID 687014;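 active = activation above a cutoff set at the mean of all screened compounds plus 3 SD, cut at about 10% in these data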;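 note: 0% = DMSO wells and 100% = sodium butyrate wells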
sPLA2-III inh – Inhibits HGIII-sPLA2 liposome hydrolysis, primary screen; inhibition, % at 12.2 µM; Q9NZ20; QFRET BODIPY PC-A2 liposome hydrolysis, fluorescence; hit rate 0.56% among 370,000;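 active = inhibition above mean plus 3 SD of compounds lying within the high and low control bounds, cut at about 19% in these data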;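 note: 0% = median of test compound wells and 100% = no enzyme DMSO wells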
Target sequence (Q9NZ20 whole entry, looked up): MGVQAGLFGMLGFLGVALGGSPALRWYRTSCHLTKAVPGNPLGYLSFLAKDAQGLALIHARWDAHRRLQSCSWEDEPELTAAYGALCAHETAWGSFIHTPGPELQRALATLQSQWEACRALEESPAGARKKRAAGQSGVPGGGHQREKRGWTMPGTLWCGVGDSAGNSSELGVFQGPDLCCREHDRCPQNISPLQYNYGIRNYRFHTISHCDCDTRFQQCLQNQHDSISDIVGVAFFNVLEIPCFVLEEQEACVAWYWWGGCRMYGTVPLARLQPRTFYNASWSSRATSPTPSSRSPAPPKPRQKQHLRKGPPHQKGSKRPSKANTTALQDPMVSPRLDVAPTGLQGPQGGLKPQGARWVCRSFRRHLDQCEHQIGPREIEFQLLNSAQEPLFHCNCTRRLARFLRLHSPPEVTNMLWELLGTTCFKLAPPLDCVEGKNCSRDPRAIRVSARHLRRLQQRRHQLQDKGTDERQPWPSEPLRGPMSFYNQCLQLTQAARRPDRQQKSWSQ
NPR1 activator – GC-A (human) enzyme activation. P16066. hit rate 0.14% among 370,000. activation, % at 10 µM. HEK293 GC-A cells, cGMP TR-FRET, EC30 ANP; 0% at EC30 ANP, 100% saturating ANP; in the data active = activation above about 40%
DAX1 inh-2 – NR0B1 (DAX1) inhibition | hit rate 0.99% among 340,000 | HEK293 Gal4-DAX1 luciferase reporter, luminescence | inhibition, % at 6.75 µM | AID 504766 | P51843;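 active = inhibition above the mean over all tested compounds plus 3 SD, cut at about 4.2% in these data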;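 note: 0% = DAX1-transfected cells with DMSO and 100% = empty-vector control cells with DMSO; inhibition shows as a rise in luminescence from relieved DAX1 repression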
Target sequence (P51843 207-470 limits assumed): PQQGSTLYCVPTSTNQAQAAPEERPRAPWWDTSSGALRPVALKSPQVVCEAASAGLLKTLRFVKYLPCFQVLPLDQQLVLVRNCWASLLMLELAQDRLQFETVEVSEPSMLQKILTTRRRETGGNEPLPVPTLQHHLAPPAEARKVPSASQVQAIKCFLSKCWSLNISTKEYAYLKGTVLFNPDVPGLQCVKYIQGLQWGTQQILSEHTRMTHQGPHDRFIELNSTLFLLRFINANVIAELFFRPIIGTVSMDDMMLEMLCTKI
ADAM10 inh – inhibits human ADAM10; inhibition, % at 7 µM; hit rate 0.62% among 370,000; O14672; recombinant ADAM10, EDANS/DABCYL FRET peptide cleavage, 3 h;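 active = inhibition above a per-campaign cutoff equal to the mean of compounds falling between control-based bounds plus 3 SD, cut at about 20% in these data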;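 note: 0% = DMSO wells while the 100% control is not disclosed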
hcDAF-12 act – activates DAF-12 receptor from parasite H. contortus; HEK293 hcDAF-12 lit1-tk-luc reporter, luminescence; 0% DMSO, 100% Δ7-dafachronic acid; activation, % at 6.8 µM; hit rate 1.4% among 370,000;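 active = activation above the mean of all tested compounds plus 3 SD, cut at about 5.5% in these data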;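 note: 100% = response to 3 µM Δ7-dafachronic acid high control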
ssDAF12 agonist – activators of S. stercoralis DAF-12 nuclear receptor; HEK293 ssDAF-12/GRIP1 lit1-tk-luc reporter, luminescence; % of 3 µM dafachronic acid response; activation, % at 6.8 µM; hit rate 1% among 370,000;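 active = activation above the mean over all tested compounds plus 3 SD, cut at about 0.9% in these data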;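 note: 0% = DMSO-only wells and 100% = 3 µM delta7-dafachronic acid wells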
The depositor's hits bear a star; i = inactive; · = no result given.

SMILES	SMARCA2 act	GAA850 FXN act	NPR2 activator	DAX1 inh-1	hgDAF12 agonist	sPLA2-III inh	NPR1 activator	DAX1 inh-2	ADAM10 inh	hcDAF-12 act	ssDAF12 agonist
CCN(CC)CCNC(=O)Cc1nn(Cc2ccccc2)c(=O)c2ccccc12	1	-0.4	1	0.1	2.6	-2	2	0.2	0	2.0	-1.7
Cc1cc(C)n2nc(C(=O)NC(c3ccccc3)c3ccccc3)nc2n1	2	3.2	-5	-1.6	-2.0	4	3	-0.1	2	-0.8	-2.0
C/C(CC(=O)Nc1cc(C)ccn1)=N\NC(=O)C(=O)NC(C)C	0	2.2	9	-0.2	-3.9	1	-3	·	-33	-1.4	-0.8
N#CC1=C2N=C(N)c3ccccc3N2C2=C(C(=O)CCC2)C1c1ccccc1F (stereo not given)	1	0.7	7	-0.4	-2.5	-12	8	0.8	-20	2.3	-0.3
Cn1cc(CNCc2cn(C)nc2-c2ccc(C3CCCCC3)cc2)cn1	-1	-1.2	-1	1.5	0.6	-9	-3	1.0	1	-0.5	-1.6
O=C(c1cc(COc2cccc3cnccc23)on1)N1CCCC(CCCO)C1 (stereo not given)	-4	-6.5	-2	-9.0	-8.3	1	2	-2.5	-101	-5.1	-2.4
O=C(Nc1ccccc1C(=O)O)c1ccc(Cl)c(S(=O)(=O)N2CCOCC2)c1	2	-4.2	0	-0.4	-0.3	-18	4	-0.4	2	-0.6	-0.9
CCOC(=O)C1=C(O)/C(=C/c2ccccn2)SC1=Nc1ccc(Cl)cc1	0	1.4	-11	-0.1	2.5	-1	33	0.2	12	0.6	-0.7
CC(C)C[C@@H](CN1CCC[C@@H]1CN1C(=S)NC[C@@H]1Cc1ccc(O)cc1)N1C[C@H](Cc2ccc(O)cc2)N(CCc2ccccc2)C1=S	-3	·	8	4.7*	-1.0	-20	-3	·	1	0.2	-1.7
CC(C)CNC(=O)C(=O)NNC(=O)C1CCCCC1	-1	-0.9	4	-0.7	-1.9	4	-1	1.0	-7	-0.6	-2.1
CC(C)Nc1nnc(SC(C)C(=O)N(C)C2CCCCC2)s1 (stereo not given)	-1	-1.5	-2	0.0	5.4	2	3	0.7	-4	-1.1	-0.8
CS(=O)(=O)Nc1cccc(C2=NN(S(=O)(=O)c3ccc(F)cc3)C(c3cccs3)C2)c1 (stereo not given)	1	1.3	-2	-1.0	-0.5	-48	-5	0.5	9	-1.6	-1.3
O=C(Nc1cccc2cccnc12)c1ccc2c(c1)OCCO2	3	4.0	-9	0.3	6.9	-4	2	0.1	1	8.7*	-0.3
O=C1CNC(=O)/C1=C/c1ccccc1	2	-0.2	11	-0.6	-2.4	8	10	-0.4	2	-1.2	-0.3
COCCN(C(=O)COC(=O)CCOc1cc(C)ccc1C)c1c(N)n(Cc2ccccc2)c(=O)[nH]c1=O	-1	-0.7	-1	1.4	0.1	1	-1	0.6	-8	-0.8	-1.6
O=C(CN1C(=O)NC2(CCCCCC2)C1=O)Nc1ccc(Cl)cc1Cl	-4	1.3	2	-1.9	-2.9	10	2	-0.1	-6	0.0	-1.6
C=CCNC(=O)c1onc(CCl)c1C(=O)OC	2	-1.3	1	-1.1	-3.3	4	2	-0.2	8	0.7	-1.4
O=C(Oc1ccccc1Cl)C1CCN(C(=O)c2ccc(F)cc2)CC1	-2	-0.6	-8	1.5	-1.9	-1	-3	2.0	-2	-0.9	-0.8
Cn1ncc([N+](=O)[O-])c1C(=O)Nc1ccc(C2CCCCC2)cc1	0	5.5	1	1.6	7.5	-1	-8	0.3	5	1.8	-0.9
COc1ccccc1CNC(=O)CNC(=O)Cn1cnc2ccccc2c1=O	-1	1.6	2	1.8	-1.7	-1	5	0.1	10	-1.1	-1.1
c1ccc2c(-c3nnc(SCc4cn5ccccc5n4)o3)c[nH]c2c1	1	0.9	0	-0.5	2.1	-14	2	0.8	-5	-0.6	-1.3
C[C@H](CO)N1C[C@H](C)[C@@H](CN(C)CC2CCCCC2)Oc2ccc(NS(C)(=O)=O)cc2C1=O	-1	2.2	-1	0.5	1.0	-4	-1	-0.1	-17	-0.9	-0.6
CN(CC(=O)Nc1ccc(F)cc1)C(=O)c1ccccc1OCc1ccc(F)cc1	-3	-1.4	-1	-1.8	-2.9	4	-5	-0.1	-15	-1.8	-1.3
CC1(C)NC(=O)N(CC(=O)OCC(=O)N2CCN(S(=O)(=O)c3ccccc3)CC2)C1=O	-2	-0.3	5	1.1	4.4	6	3	0.2	-2	-0.2	-1.1
C=Cc1ccc(Cn2c(C)c(C(=O)NCCC#N)sc2=O)cc1	-1	0.4	2	0.3	-2.8	2	0	·	7	-0.5	-2.0

(next part)
SMILES	SMARCA2 act	GAA850 FXN act	NPR2 activator	DAX1 inh-1	hgDAF12 agonist	sPLA2-III inh	NPR1 activator	DAX1 inh-2	ADAM10 inh	hcDAF-12 act	ssDAF12 agonist
Cc1cccc(N2CC(=O)N(c3cccc(C)c3)CC2=O)c1	-1	1.5	2	-0.9	-1.9	6	3	-0.2	2	0.1	-1.0
COc1ccc(CN(C)CC(=O)Nc2sc3c(c2C#N)CCC3)c(OC)c1	-2	1.6	-4	-0.4	-1.9	-1	-1	-1.0	5	-3.2	-1.4
CCOc1ccc(S(=O)(=O)N2CCC(C(N)=O)CC2)c2ccccc12	8	1.7	3	0.9	-0.2	-1	1	1.2	7	-0.3	-0.8
CCc1nnc(NC(=O)CSc2nnc(COc3ccccc3C)o2)s1	-2	1.2	3	-0.6	-0.9	-13	0	-1.8	-5	-1.8	-0.9
Cc1cc(C)n(CCOC(=O)c2sc3ccccc3c2Cl)n1	1	3.4	-6	-0.7	-1.2	-5	-2	2.5	-3	-0.5	-1.5
O=C(N/N=C/c1ccccc1[N+](=O)[O-])c1cnccn1	1	2.7	-3	0.7	2.4	6	-1	4.3*	1	-1.7	-0.3
Cc1cccc(Nc2nc(N)c([N+](=O)[O-])c(N3CC(C)CC(C)C3)n2)c1 (stereo not given)	-1	4.0	-11	-1.5	-2.4	-21	8	-0.9	20*	-3.3	-1.6
CC(C)CN(C(=O)COC(=O)c1ccc2c(c1)NC(=O)CS2)C1CCS(=O)(=O)C1 (stereo not given)	-1	0.6	1	0.6	-1.1	6	-2	2.2	-4	-1.2	-1.1
CCOc1ccccc1N1CCN(Cc2ccc(OC)c(OC)c2)CC1	-2	0.9	3	0.5	0.6	0	0	1.1	-2	-1.4	-1.0
CC(=O)Nc1ccc2oc(-c3cc(F)c(F)cc3Cl)nc2c1	6	2.7	-8	1.8	7.4	6	58*	0.7	-60	3.6	-0.9
O=C(CNC(=O)OCc1ccccc1)Oc1ccc2ccc(=O)oc2c1	-1	2.4	-1	0.6	2.5	4	8	-0.5	i	-0.6	-1.0
Cc1cc(C)n2nc(SCCC(=O)NCc3ccccc3)nc2n1	-1	-0.3	-3	1.2	0.3	9	2	-0.1	-1	-1.5	-1.3
COC(=O)c1ccccc1NC(=O)c1ccc(-c2ccc(Br)cc2)o1	0	-1.8	12	-0.6	-4.2	5	7	0.3	4	-2.1	-1.5
COC(=O)C12C=C3CC(c4ccccc4)=C3C(=O)N1Cc1[nH]c3ccccc3c1C2 (stereo not given)	-4	·	3	0.2	-0.2	-7	0	·	-11	1.1	-1.1
CC(C)NS(=O)(=O)c1ccc(CCC(=O)Nc2ccc3c(c2)OCO3)cc1	-3	1.2	2	-0.4	-0.3	-1	-1	0.2	2	-2.9	-1.6
CCOC(=O)C1=C(O)/C(=C\c2cccs2)N=C1C	-4	-1.7	-4	0.8	0.3	-3	-7	0.2	16	-0.5	-1.5
O=C(NC(CO)C(=O)OCc1ccccc1)OCc1ccccc1 (stereo not given)	-2	0.7	0	1.5	2.6	19	3	0.5	-16	-0.2	-1.6
Cc1cc(C)c(S(=O)(=O)N2CCc3ccccc32)c(C)c1	-3	1.0	-9	0.2	2.6	-3	-8	1.0	-6	0.1	-0.4
Cn1c(CN2CCN(c3ccccc3NS(C)(=O)=O)CC2)nc2ccccc21	-1	-0.1	-1	-0.6	-0.7	14	-2	-0.5	-11	1.1	-1.1
CCOc1ccccc1N1C(=O)CC(Sc2nccc(C)n2)C1=O (stereo not given)	2	0.1	2	0.9	0.2	-5	2	-0.4	0	-1.1	-1.1
O=C(CSc1nnc(NC(=O)c2ccco2)s1)Nc1ccccc1Cl	-4	1.7	1	-0.2	-3.2	9	0	1.2	1	-0.7	-0.9
CCc1nnc(NC(=O)Cn2nnc(-c3ccccc3F)n2)s1	1	-0.3	2	0.1	2.4	-1	1	0.1	2	-0.7	-1.1
CCN(Cc1ccccc1)S(=O)(=O)c1cc(C(=O)NCC2CCCCC2)ccc1OC	-3	-0.1	0	-1.9	-3.2	-18	5	0.2	19	-3.3	-1.3
O=S(=O)(c1cccs1)N1CCC(Cc2ccccc2)CC1	0	1.0	1	0.3	-0.7	8	0	0.1	6	-2.1	-1.1
O=C(CN1C(=O)NC2(CCCC2)C1=O)N1CCN(c2cccc(C(F)(F)F)c2)CC1	-3	0.7	2	-1.9	-2.0	9	0	-0.2	-4	-2.1	-1.0

ADAM10 inh, what is marked active above
compound	SMARCA2 act	NPR2 activator	DAX1 inh-1	sPLA2-III inh	NPR1 activator	DAX1 inh-2	ADAM10 inh	hcDAF-12 act	ssDAF12 agonist
Cc1cccc(Nc2nc(N)c([N+](=O)[O-])c(N3CC(C)CC(C)C3)n2)c1 (stereo not given)	-1	-11	-1.5	-21	8	-0.9	20*	-3.3	-1.6

More entries follow:
SMILES	SMARCA2 act	GAA850 FXN act	NPR2 activator	DAX1 inh-1	hgDAF12 agonist	sPLA2-III inh	NPR1 activator	DAX1 inh-2	ADAM10 inh	hcDAF-12 act	ssDAF12 agonist
CCOc1ccc(C(=O)OCC(=O)Nc2cc(S(=O)(=O)N3CCOCC3)ccc2N2CCOCC2)cc1	-1	0.0	-2	-0.8	2.0	2	-2	0.1	-9	-1.1	-0.5
Cc1ccccc1NC(=O)c1ccc2snnc2c1	-2	-1.7	2	1.0	2.3	5	3	-0.7	-8	1.5	-1.5
CN(C(=O)CN1C(=O)S/C(=C\c2ccccc2)C1=O)C1CCS(=O)(=O)C1 (stereo not given)	-1	1.0	5	0.0	-0.2	7	6	1.3	-1	-0.9	-0.6
O=C(Nc1c(Cl)ccc2nsnc12)c1ccc(Br)o1	-5	1.1	-1	0.1	0.8	8	0	0.7	-8	0.9	-1.1
CC(C)CC(NC(=O)C1CCC(=O)N1C(=O)OCc1ccccc1)C(=O)NC(Cc1ccccc1)C(N)=O (stereo not given)	2	1.3	2	-0.2	-0.2	-2	-1	0.6	3	-2.0	-1.2
CC1(C)Cc2nc3sc4c(=O)n(Cc5ccccc5)cnc4c3cc2CS1	0	5.9	7	-0.4	1.0	13	2	-0.4	-9	-2.2	-1.6
CCCC(=O)Nc1ccc(C(=O)n2nnc3ccccc32)cc1	3	-0.1	0	-0.5	0.3	-1	-1	0.1	0	-0.8	-1.5
CCOc1ccc(C2=Nn3c(nnc3-c3cccnc3)SC2)cc1	1	2.2	-3	-0.1	-2.7	-1	0	0.7	-3	-0.7	-1.3
COc1ccc(C=O)cc1CN1CCCN(Cc2ccccc2F)S1(=O)=O	-1	1.3	4	-0.4	-1.8	-1	-1	1.2	0	-0.8	-1.1
Cn1c(C(=O)NCCN2CCOCC2)cc2c(=O)n3ccccc3nc21	-2	0.5	0	0.7	2.7	6	12	0.1	i	2.5	-1.5
